# N370S GC mod = N370S glucocerebrosidase modulation, Gaucher chaperone candidate; N370S GC spleen homogenate, 4MU-glucoside fluorescence; Potency, µM (doses to about 59.4 µM), without a hit: at the top dose activity change, negative = inhibition, hits mostly inhibitors; hit rate 0.092% among 330,000;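 note: 0% = full enzyme activity and -100% = no enzyme basal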
# GCN5L2 inh = blocks human GCN5L2 histone acetyltransferase. Q92830. GCN5L2 HAT assay, ThioGlo1 CoA-SH fluorescence. Potency, µM (doses to about 58.9 µM), for the others: top-dose activity change, negative = inhibition, usual class: inhibitors. hit rate 0.21% among 390,000
#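 ThioGlo1-coupled HAT assay: 20nM GCN5L2, 70uM acetyl-CoA, 75uM H3(1-25) peptide, pH 7.5. Fluorescence read at 340/540nm at start and after 20 min at room temperature.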
# FEN1 inhibitor = inhibitors of human flap endonuclease 1; hit rate 0.35% among 390,000; Potency, µM (series often up to 114 µM), for the others: top-dose activity change, negative = inhibition, most hits filed as inhibitors; Recombinant FEN1 flap cleavage, fluorescence, 15 min; AID 588795; P39748; note: nearly all actives have a fitted effect of over 65% in size
# Target sequence (P39748 whole entry, looked up): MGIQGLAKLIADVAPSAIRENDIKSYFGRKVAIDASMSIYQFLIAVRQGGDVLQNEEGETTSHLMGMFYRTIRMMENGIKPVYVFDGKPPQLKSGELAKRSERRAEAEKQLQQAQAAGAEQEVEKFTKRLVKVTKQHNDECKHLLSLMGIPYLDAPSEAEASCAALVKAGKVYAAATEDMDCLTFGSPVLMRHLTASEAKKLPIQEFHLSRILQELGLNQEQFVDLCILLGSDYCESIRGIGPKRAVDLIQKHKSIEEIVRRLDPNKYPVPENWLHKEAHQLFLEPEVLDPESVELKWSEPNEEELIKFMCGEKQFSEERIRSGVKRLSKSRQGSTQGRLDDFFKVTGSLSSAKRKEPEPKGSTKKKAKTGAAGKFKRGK
#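 In this screen, 50 nM flap DNA substrate was added to 10 nM FEN1 pretreated with compound for 15 min at room temperature; cleavage was followed with reads at 0 and 15 min, and Hill fitting gave concentration–response parameters.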
# Active calls of the source: *; ? = inconclusive; . = not tested or not shown; & = joins results of further samples; [ ] = remark or other dose. Calls come from the whole dose curve; as a rule, active = well fitted curve in the direction sought with a large enough effect; inconclusive = small, poorly fitted or top-dose-only effect, or another doubt; inactive = no such curve, though single readings can be large; an effect the other way counts as inactive or inconclusive. Unless noted, % is set by controls: 0 for no effect and ±100 for the full control effect; potency is the fitted concentration of half-maximal effect. An excerpt. The share of hits here may be higher or lower than overall.
SMILES,N370S GC mod,GCN5L2 inh,FEN1 inhibitor
CP(=O)(O)CN1CCCCC1,12.9%,-11.1%,14.3%
O=C1NC(=O)N(Cc2ccccc2)C(=O)/C1=C\c1ccco1,-2.4%,?,44.7µM*
COC(=O)[C@H]1C[C@@H]1[C@H](NP(=O)(c1ccccc1)c1ccccc1)c1ccccc1,12.6%&17.2%,2.7%,-1.8%
C[C@@]12C=CC(=O)C=C1CCC1C2CC[C@]2(C)C(=O)CCC12 (stereo partly drawn),3.8%,0.4%,.
C1CCCN(C2CCNCC2)CC1,2.0%,-2.7%,-2.2%
COc1cccc(C(=O)N2CCC3(CC2)OCCO3)c1,0.1%,-1.2%,14.2%
COc1cccc(C(=O)C2CCCN(Cc3cccc(C)n3)C2)c1 (stereo not drawn),12.2%,-6.9%,-0.8%
COC(=O)c1ccc(C(=O)OC)c(NC(=O)Oc2ccccc2)c1,?,?,7.5%
NC(=O)C1CCN(/C=C2\C(=O)NC(=O)N(Cc3ccco3)C2=O)CC1,-1.6%,-15.0%,?
COc1cc(CN2CCCC(C(=O)c3sccc3C)C2)cc(Cl)c1O (stereo not drawn),-29.0%,-23.1%,-7.8%
ClC1=C(Cl)C2(Cl)C3C4CC(C5OC45)C3C1(Cl)C2(Cl)Cl (stereo not drawn),18.3%&8.7%,0.1%,.
CC(=O)[C@@]1(O)CC[C@H]2[C@@H]3CCC4=CC(=O)CC[C@]4(C)[C@H]3CC[C@@]21C,-21.5%,?,-1.6%

# Fetched by compound from above, 2 records:
SMILES,N370S GC mod,GCN5L2 inh,FEN1 inhibitor
NC(=O)C1CCN(/C=C2\C(=O)NC(=O)N(Cc3ccco3)C2=O)CC1,-1.6%,-15.0%,?
C1CCCN(C2CCNCC2)CC1,2.0%,-2.7%,-2.2%

# More results
SMILES,N370S GC mod,GCN5L2 inh,FEN1 inhibitor
CCOC(=O)C1(c2ccccc2)CCN(CCC(=O)Nc2cccc(Br)c2)CC1,-20.7%,-2.7%,?
CCCC[N+]1(C)[C@@H]2CC(OC(=O)[C@H](CO)c3ccccc3)C[C@H]1[C@@H]1O[C@@H]12 (stereo partly drawn),-4.2%,-7.3%,-6.8%
O=C(OCC(=O)c1cccs1)C1=COCCO1,6.6%,?,2.5%
CN(C)CCN(C(=O)c1ccc(S(=O)(=O)N2CCc3ccccc32)cc1)c1nc2ccc(F)cc2s1,?,-28.5%,7.6%
N#Cc1c(/N=C/C2C(=O)NC(=S)NC2=O)sc2c1CCCC2,20.7%,-1.1%,-6.6%
C=C(C)[C@H]1O[C@H]2CC[C@@]3(C)[C@@](O)(CC[C@H]4[C@@H]5OC(C)(C)[C@H]6C[C@@H]7C(=C)Cc8c(Cl)cc9[nH]c(c5c9c8[C@@]76O)[C@@]43C)[C@]23O[C@@H]3[C@H]1O,3.0%,-14.2%,.
Nc1ccc2c(c1)oc1ccccc12,14.7%,-2.0%,6.9%
COc1ccc(-c2n(-c3ccccn3)c3ccccc3[n+]2-c2ccccn2)cc1,-1.3%,20.3%,0.8%
Cc1cc(Br)ccc1N1C(=O)CC(=O)NC1=O,3.7%,-6.3%,-13.8%
CN1CC[C@@H]2CN3CCc4cccc(c43)[C@H]2C1,-5.9%,5.5%[0.501 µM],.
CN(CCc1ccc(Cl)c(Cl)c1)[C@@H]1CCCC[C@@H]1N1CCCC1,-4.2%,-0.4%,.
COc1ccc(-c2cc(=NCCCCCC(=O)O)c3cc(C)ccc3o2)cc1,?,?,?
CCn1ccnc1CN1CCCC(C(=O)c2cc(C)c(OC)c(C)c2)C1 (stereo not drawn),-12.2%,1.7%,1.1%
CC(=O)c1c(O)c(C)c(O)c(Cc2c(O)c3c(c(C(=O)/C=C\c4ccccc4)c2O)OC(C)(C)C=C3)c1O,-0.6%,35.5µM*,.
CC(=O)Nc1ccccc1C(=O)OCc1ccc(C(=O)c2ccccc2)cc1,-0.1%,-4.1%,-11.2%
CC[C@@]1(O)C(=O)OCc2c1cc1n(c2=O)Cc2cc3c(N)cccc3nc2-1,-6.5%,-2.3%,?
O=c1[nH]c(=O)n(Cc2ccccc2)c(O)c1/C=C1\C=Nc2ccccc21,-5.7%,-9.2%,-21.6%
c1cncc(C2CCCN2)c1 (stereo not drawn),-4.2%,-3.3%,.
O=C(CN1C(=O)CN=C(c2ccccc2)c2ccccc21)Nc1cccc(C(F)(F)F)c1,.,-12.5%,-0.4%
CCN(CC)S(=O)(=O)N1CCC(C(=O)N2CCC3(CC2)OCCO3)CC1,2.7%,1.0%,-12.9%
Cc1ccc(/C(CSc2nccn2-c2ncc(C(F)(F)F)cc2Cl)=N\O)cc1,-1.7%,?,4.1%
O=C(O)c1ccc(N=Cc2c(O)n(Cc3ccc(F)cc3)c(=O)[nH]c2=O)cc1,-5.3%,?,7.7%
O=C(c1cc(-c2ccncc2)nc2ccccc12)N1CCC2(CC1)OCCO2,2.5%,-0.7%,-2.3%
Cc1ccccc1-n1c(C)nc2sccc2c1=O,0.4%,7.8%,-4.0%
COc1ccc(N2C(=O)NC(=O)/C(=C\c3ccc([N+](=O)[O-])s3)C2=O)cc1,-8.0%,-20.2%,?
O=C(c1cc(-c2cccnc2)nc2ccccc12)N1CCC2(CC1)OCCO2,6.8%,-2.5%,-3.0%
CCOC(=O)C(O)(c1ccc(N)c(OC)c1)C(F)(F)F (stereo not drawn),-14.1%,-1.1%,-1.8%
CCOc1ccccc1CN1CCCC(C(=O)c2cc(F)ccc2F)C1 (stereo not drawn),-16.7%,-14.2%,-3.5%
CN1CCN(c2c(F)cc([N+](=O)[O-])c(N)c2Br)CC1,-5.4%,-0.7%,-12.5%
Cc1cc(O)c2c(c1)C(=O)C13C(=C2O)C(=O)[C@H]2[C@@H](O)[C@@H]1[C@H]1[C@H](O)[C@@H]3C(=O)C3=C(O)c4c(O)cc(C)cc4C(=O)C312 (stereo partly drawn),0.7%,-9.4%,?
O=c1[nH]c2ccccc2c(=O)n1-c1ccc(Cl)c(Cl)c1,.,0.4%,-0.1%
CCCC[C@@H](C)[C@@H](OC(=O)C[C@@H](CC(=O)O)C(=O)O)[C@H](C[C@@H](C)C[C@H](O)CCCC[C@@H](O)C[C@H](O)[C@H](C)N)OC(=O)C[C@H](CC(=O)O)C(=O)O,-5.7%,-5.8%,.
CC(=O)OC1CC2C(C)(C)C(O)C=C[C@@]2(C)C2CC[C@]3(C)C(=CC(=O)OC3c3ccoc3)[C@]12C (stereo partly drawn),-5.1%,-16.3%,.
C[C@@H](Cc1ccccc1)NCCC(c1ccccc1)c1ccccc1,-4.7%[21.6 µM],-2.1%[21.4 µM],.
O=C1NC(=S)N(c2ccccc2)C(=O)C1C(c1ccncc1)C1C(=O)NC(=S)N(c2ccccc2)C1=O (stereo not drawn),0.3%,1.9%,-0.3%
N=C1c2ccccc2CN1c1cccc([N+](=O)[O-])c1,-22.4%,-2.9%,-10.5%
Cc1cc(C(=O)CN2CCCC2)c(C)n1-c1ccc(F)cc1,-22.6%,-22.0%,-0.1%
CCn1cc(C(=O)O)c(=O)c2cc(F)c(N3CCNCC3)cc21,11.2%,?,.
COC(=O)C1=C(c2ccc(Cl)c(C(F)(F)F)c2)C[C@@H]2CC[C@H]1N2C,.,-0.7%,-14.2%
CCc1cccc(CC)c1NC1=NCCN1,-3.6%,5.9%,.
O=C(CN1CC(c2ccccc2)CC1=O)NCc1ccc(F)cc1 (stereo not drawn),1.4%,-0.5%,17.3%
COc1cc(O)cc2c1C(=O)O[C@@H](C)CCCC(=O)CCCCC2,-8.9%,-1.0%,-4.4%
C=CCN=C=S,-4.0%,37.8%[activator],.
Oc1ccc(Cl)c(Cl)c1,-3.6%,-0.7%,-1.1%
O=[N+]([O-])c1ccccc1CNCCc1ccc(F)cc1,?,-1.6%,-2.7%
CN1C(=O)c2ccccc2NC(=O)C1Cc1ccccc1 (stereo not drawn),7.9%,0.5%,-5.5%
CC(=O)N1N=C2C3CCN(CC3)C2C1c1ccc(C)cc1 (stereo not drawn),5.4%,-2.7%,-7.8%
Cc1cc(Oc2ccc(C(F)(F)F)cc2[N+](=O)[O-])c2c3c(c(=O)oc2c1)CCCC3,5.2%,34.2%[activator],-6.0%
COc1cc(CC2(CCc3ccncc3)C(=O)NC(=O)NC2=O)cc(OC)c1OC,6.2%,-0.7%,0.0%
COc1ccc(-n2nc(C(=O)NCC(=O)N3CCC4(CC3)OCCO4)c3ccccc3c2=O)c(OC)c1,-2.9%,-2.6%,-0.4%
C=CCN1CC[C@]23c4c5ccc(O)c4OC2C(=O)CC[C@@]3(O)C1C5 (stereo partly drawn),-3.9%,0.8%,-10.8%
CCOc1ccc2nc(N=Nc3c(O)[nH]c(=O)[nH]c3=O)sc2c1,-22.2%,-1.3%,10.2%
CCCCCCC[n+]1ccc(-c2cc[n+](CCCCCCC)cc2)cc1,-12.7%&-1.9%,-8.7%,-0.7%&6.9%
COc1ccccc1NC1=NCCS1,2.2%,-6.0%,0.1%
CCCN(CCC)C1CCc2ccc(O)cc2C1 (stereo not drawn),2.3%&3.8%&-4.4%,-3.3%&-9.4%,2.5%
O=C1CCc2cccc3c2N1CC3,-3.9%,7.3%,.
CC12CC[C@H]3[C@@H](CCC4(O)C[C@H](O)CCC34/C=N/NC(=O)c3ccccc3[N+](=O)[O-])C1(O)CCC2C1=CC(=O)OC1 (stereo partly drawn),-9.6%,-3.2%,2.7%
O=C(CN1CCOCC1)c1ccc2cc[nH]c2c1,7.9%,-2.2%,-8.0%
CC/C(=N\N1CCN(C)CC1)c1c(O)[nH]c(=O)[nH]c1=O,19.8%,18.0%,5.7%
CS(=O)(=O)NNP(=O)(NNS(C)(=O)=O)NC(=O)c1ccc(Br)cc1,1.8%,1.6%,-2.6%

# Complete entries, looked up by structure. Order of values: N370S GC mod | GCN5L2 inh | FEN1 inhibitor
# COc1cc(O)cc2c1C(=O)O[C@@H](C)CCCC(=O)CCCCC2 reads -8.9% | -1.0% | -4.4%
# CC12CC[C@H]3[C@@H](CCC4(O)C[C@H](O)CCC34/C=N/NC(=O)c3ccccc3[N+](=O)[O-])C1(O)CCC2C1=CC(=O)OC1 (stereo partly drawn) reads -9.6% | -3.2% | 2.7%
# Cc1cc(C(=O)CN2CCCC2)c(C)n1-c1ccc(F)cc1 reads -22.6% | -22.0% | -0.1%
# O=C(CN1CCOCC1)c1ccc2cc[nH]c2c1 reads 7.9% | -2.2% | -8.0%
# CCOC(=O)C1(c2ccccc2)CCN(CCC(=O)Nc2cccc(Br)c2)CC1 reads -20.7% | -2.7% | ?

# More compounds follow.
SMILES,N370S GC mod,GCN5L2 inh,FEN1 inhibitor
CC(=O)OCOCC(=O)OCO[P+](=O)C(OCOC(C)=O)c1cc([N+](=O)[O-])ccc1Oc1ccc(Br)cc1 (stereo not drawn),4.1%,-12.1%,.
Cc1cc(NC(=O)CCC(=O)N2CCC3(CC2)OCCO3)no1,-2.8%,31.5%[activator],-1.7%
CN1CCc2nc(SCC(=O)OC(C)(C)C)c(C#N)cc2C1,3.9%,0.0%,-5.4%
O/N=C1\CCC2CN(C3CCCCC3)CC2C1 (stereo not drawn),-8.1%,1.9%,5.5%
CN1C(=O)C(=Cc2cc([N+](=O)[O-])ccc2N2CCCCC2)C(=O)N(C)C1=O,-3.4%,3.1%,-1.6%
O=c1[nH]c(=S)n(-c2ccccc2Cl)c(O)c1C=NCCN1CCNCC1,-8.2%,-1.6%,-2.0%
CCN1CCN(c2ccc(NC(C)=O)cc2Cl)CC1,-3.3%,4.7%,-2.6%
CCCCC/C=C\C/C=C\C/C=C\C/C=C\CCCC(=O)NCCCl,?,0.1%,.
O=c1[nH]c(=O)n(-c2ccccc2)c(O)c1/C=C/C=Nc1ccccc1,-10.0%,12.8%,2.4%
CC(=O)Nc1ccc(OC(=O)N2CCCCC2)cc1,-5.2%,-2.4%,-1.1%
CN(C)C1=C(C#N)C(c2ccccc2)=NP(N(C)C)(N(C)C)=N1,7.3%,8.1%,-5.7%
CC(C)CCON=O,-4.0%,2.7%,.
COC(=O)C1=C(c2ccc(F)cc2F)C[C@@H]2CC[C@H]1N2C(=O)NCc1ccc(F)cc1,.,-0.9%,-16.7%
CCCC(C)C1(CC)C(=O)NC(=O)NC1=O (stereo not drawn),14.0%,-1.2%,.
CC(C)N1OC2CC1c1nc3ccccc3n1C2 (stereo not drawn),1.7%,1.8%,-3.1%
CC[C@@H](CO)NC(=O)[C@@H]1C=C2c3cccc4c3c(cn4C)C[C@H]2N(C)C1,?,?,?
COC(=O)C1=C(c2cccc(Cl)c2)C[C@@H]2CC[C@H]1N2C(=O)NCC1CC1,.,-3.3%,11.5%
N#CC1(c2ccccc2)CCN(C2CC(=O)N(c3cccc(F)c3)C2=O)CC1 (stereo not drawn),-3.6%,-17.5%,-5.8%
COc1ccc(-c2nn3c(=O)cc(CN4CCN(C(=O)COc5ccc(F)cc5)CC4)nc3s2)cc1,.,-5.0%,-9.4%
COC(=O)C1=C(c2ccc(Cl)c(C(F)(F)F)c2)C[C@@H]2CC[C@H]1N2C(=O)NCc1cc(C)oc1C(F)(F)F,.,-17.3%,-23.9%
O=C(Cc1ccccc1)OC(COCc1ccccc1)CN1CCOCC1 (stereo not drawn),1.9%,-0.3%,5.3%
Cn1cc(C(=O)OCC(=O)Nc2ccccc2)c2ccccc21,.,-5.3%,-5.9%
CCOc1ccccc1OCC(=O)Nc1ccc(Cl)cc1C(=O)c1ccccc1,?,-7.1%,8.0%

# Screening results from PubChem.
